IMPase cell inh = cell-permeable inhibitors of inositol monophosphatase (IMPase); P97697; CHO-M1 cells, IP1 accumulation, HTRF TR-FRET ratio; inhibition (IP1 accumulation), % at 46.1 µM; 120,000 tested, under 10 active; AID 901; active = well fitted curve in the direction sought with a large enough effect in the signal ratio, not every such curve was filed as active; inconclusive = small, poorly fitted or top-dose-only effect, or a change in a side signal; inactive = no such curve, though single readings can be large or run the other way; the % refers to the signal ratio;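 also: cells stimulated with carbachol in lithium chloride buffer; plate controls were DMSO basal wells for no effect and reference inhibitor wells for full effect; higher means more IMPase inhibition seen as more IP1 and lower FRET ratio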
Target sequence (P97697 whole entry, looked up): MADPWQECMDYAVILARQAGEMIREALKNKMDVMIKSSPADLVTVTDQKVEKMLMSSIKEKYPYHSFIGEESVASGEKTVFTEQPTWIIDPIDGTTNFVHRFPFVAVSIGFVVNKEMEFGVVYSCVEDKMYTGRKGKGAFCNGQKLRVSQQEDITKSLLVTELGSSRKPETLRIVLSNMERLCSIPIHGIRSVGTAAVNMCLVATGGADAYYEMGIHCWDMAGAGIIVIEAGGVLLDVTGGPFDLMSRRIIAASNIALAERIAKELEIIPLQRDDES
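Cellular IMPase inhibition is scored as a rise in cytosolic IP1, detected by competitive TR-FRET between d2-labelled IP1 and a europium anti-IP1 antibody. M1-expressing CHO cells were stimulated with carbachol for 30 min at 37C, with lithium (50 mM LiCl) present in the buffer.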
12-hLO inh = inhibitors of human 12-lipoxygenase (ALOX12). P18054. purified 12-hLO, xylenol orange hydroperoxide absorbance. actives 0.12% (n = 150,000). Potency, µM (highest dose often 57.1 µM), for inactives: top-dose activity change, negative = inhibition, usual class: inhibitors; also: potency is read from the fitted curve at half-maximal effect; nearly all actives have a fitted effect of over 55% in size; many of its hits are not listed in these tables
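Hydroperoxide formation by human 12-lipoxygenase from 40 uM arachidonic acid was followed colorimetrically via ferric-xylenol orange complex, using the 573/405 nm absorbance ratio. Enzyme concentration was 150 nM, with 30 min reaction at room temperature.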
15-hLO-2 inh = inhibitors of human 15-lipoxygenase 2 (ALOX15B); O15296; purified 15hLO-2, xylenol orange hydroperoxide absorbance; Potency, µM (series often up to 57.1 µM), inactives show at the highest dose activity change, negative = inhibition, most hits filed as inhibitors; actives 0.56% (n = 110,000); AID 881; also: potency is read from the fitted curve at half-maximal effect; nearly all actives have a fitted effect of over 60% in size; many of its hits are not listed in these tables
Target sequence (O15296 whole entry, looked up): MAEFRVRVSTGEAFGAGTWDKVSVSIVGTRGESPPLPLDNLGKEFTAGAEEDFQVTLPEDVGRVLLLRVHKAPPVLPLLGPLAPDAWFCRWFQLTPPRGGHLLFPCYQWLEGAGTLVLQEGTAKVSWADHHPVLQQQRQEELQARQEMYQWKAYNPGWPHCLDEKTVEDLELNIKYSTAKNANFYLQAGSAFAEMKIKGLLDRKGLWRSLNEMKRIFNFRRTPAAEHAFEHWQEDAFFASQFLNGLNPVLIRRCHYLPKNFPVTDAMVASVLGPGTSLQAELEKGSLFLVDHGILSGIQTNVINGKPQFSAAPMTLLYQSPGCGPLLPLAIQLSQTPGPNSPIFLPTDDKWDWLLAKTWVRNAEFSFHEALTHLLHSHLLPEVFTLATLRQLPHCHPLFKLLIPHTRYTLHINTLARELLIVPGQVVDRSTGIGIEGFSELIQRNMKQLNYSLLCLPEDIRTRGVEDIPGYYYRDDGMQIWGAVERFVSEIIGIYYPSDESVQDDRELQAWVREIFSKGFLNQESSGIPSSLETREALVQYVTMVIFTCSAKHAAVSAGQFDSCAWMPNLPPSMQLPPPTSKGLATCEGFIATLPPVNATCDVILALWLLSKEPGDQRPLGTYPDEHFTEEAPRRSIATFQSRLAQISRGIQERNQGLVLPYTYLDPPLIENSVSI
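Enzyme 50 nM, AA 45 uM, 25 mM Hepes pH 7.5 + 0.01% Triton X-100; cpd preinc 15 min RT, rxn 90 min RT; stop/detect with 200 uM XO + 300 uM Fe(II) in 50 mM H2SO4, 30 min; A573/A405.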
PNC inhibitor = inhibitors of perinucleolar compartment assembly; PC3M PTB-GFP, PNC prevalence imaging, 16 h; stronger effect = lower value; activity change (PNC), negative = inhibition, % at 10 µM; actives 3.1% (n = 140,000); AID 2417;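 active = readout at or below -70, meaning at least 70% loss of cells showing the perinucleolar compartment, a nuclear body marking cancer cells; inconclusive = readout between -30 and a set limit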;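 also: plate controls were DMSO wells for no effect and camptothecin positive control wells for full effect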
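Read-out is percentage of cells bearing a perinucleolar compartment, from automated 20x imaging of fixed, Hoechst-stained PC3M PTB-GFP cells. Cells were seeded 4 h, then exposed 16 h to compound (23 nl of library stock) in duplicate plates.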
Numbers without * were called inactive; ? = inconclusive; . = no result given; [ ] = another dose, or the depositor's remark. Unless noted, calls follow the shape of the dose curve; as a rule, active = well fitted curve in the direction sought with a large enough effect; inconclusive = small, poorly fitted or top-dose-only effect, or another doubt; inactive = no such curve, though single readings can be large; an effect the other way counts as inactive or inconclusive. Unless noted, % is scaled to controls: 0 for no effect and ±100 for the full control effect.

SMILES	IMPase cell inh	12-hLO inh	15-hLO-2 inh	PNC inhibitor
Cc1ccc2[nH]c(=O)c(CN(CCCO)S(=O)(=O)c3cccc4nsnc34)cc2c1	2	-8%	-3%	25
CCCC[C@@H]1C[C@H]1C(NC(=O)c1cccnc1)c1ccc(Cl)cc1 (stereo partly specified)	.	-11%	5%	.
C=CCn1c(Cc2cccs2)nnc1SCC(=O)c1ccc(F)cc1	12	-15%	-14%	20
Cc1ccc(S(=O)(=O)N2CCCN(S(=O)(=O)C3CCS(=O)(=O)C3)CC2)cc1 (stereo unspecified)	10	-6%	2%	23
COC(=O)C1CCN(C(=O)Nc2ccc(OC)cc2)CC1	2	9%	10%	71
N#Cc1c(N)n(C2CCCCC2)c2nc3ccccc3nc12	?	-29%	-3%	-18
Cc1ccnc(N2CCN(C(=O)CSc3nc4ccccc4nc3N3CCCCC3)CC2)c1	-2	-14%	12%	?
CC(C)c1ccccc1NC(=S)NC1CCN(Cc2ccccc2)CC1	-2	-1%	.	-29
COC(=O)[C@@H]1C[C@@]2(O)[C@@H](O)[C@@H](O)[C@@H](O)C[C@H]2N1Cc1ccc(C(C)(C)C)cc1	.	-3%	17%	.
C=CCSc1nnnn1-c1ccc(OC)cc1	1	6%	1%	10
O=C(COC(=O)CC(c1ccccc1)c1ccccc1)NCc1ccc(Cl)cc1	.	-4%	.	56
Cc1noc(C)c1COc1ccc(C(=O)OCC(=O)Nc2ccc3c(c2)OCO3)cc1	8	-2%	-6%	13
COc1cccc(OCCN2CCN(c3ncnc4c3cnn4-c3ccccc3)CC2)c1	13	-7%	45%[activator]	-24
CCN(CC)S(=O)(=O)c1ccc(Cl)c(C(=O)Nc2cc(C)nn2-c2ccccc2)c1	.	0%	.	57
COc1ccc(OC)c(C2=Nn3c(nnc3-c3cc(OC)c(OC)c(OC)c3)SC2)c1	18	-7%	-2%	-4
CCC1(C)Nc2ccccc2C(=O)N1O (stereo unspecified)	-1	-6%	-16%	53
O=C(COC(=O)/C=C/c1ccc(Cl)cc1Cl)NCCC1=CCCCC1	4	2%	.	?
CCCCN(CCCC)Cc1cc2ccccc2c2c1COC2	8	-3%	19%	30
COC(=O)c1cccc(CSc2nnc(-c3ccco3)n2-c2ccccc2)c1	11	-10%	-10%	13
CCOC(=O)N1CCC(NS(=O)(=O)c2ccc3c(c2)oc(=O)n3C)CC1	-2	3%	-3%	-21
CC(=O)Nc1ccc2[nH]c(C)cc(=O)c2c1	-4	-3%	-2%	6
CC(=O)OCC(CCn1cnc2cnc(N)nc21)COC(C)=O	.	-2%	3%	.
COc1ccc(CCN(Cc2cc3cc(C)cc(C)c3nc2Cl)C(=O)C2CC2)cc1	4	-24%	24%	-30
CCc1sc(N(C(=O)Cc2ccccc2)c2cccc(F)c2)nc1-c1ccc(C)cc1	-5	0%	-10%	-5
CC1CCN(Cc2c(O)ccc3c(=O)c(-c4nc5ccccc5s4)c(N)oc23)CC1	.	-3%	.	-4
COC(=O)c1ccc(C)c(NC(=O)CCNC(=O)c2ccc([N+](=O)[O-])cc2)c1	2	0%	.	11
Cn1c(=O)c2c(ncn2Cc2ccccc2)n(C)c1=O	5	4%	.	10
O=S(=O)(c1cccc(NC(=S)N2CCN(c3ccccc3F)CC2)c1)C(F)F	0	-5%	.	?
C/C(=N\NC(=O)C1CC1c1ccccc1)c1ccc(C)s1 (stereo unspecified)	?	-7%	6%	-21
CC(C)CC(COCc1cccc(C(F)(F)F)c1)N1CCN(C(=O)c2cccc(C(F)(F)F)c2)CCC1=O (stereo unspecified)	.	-1%	.	5
CC(CCc1ccccc1)NC(=O)c1cccnc1 (stereo unspecified)	2	3%	-4%	?
Cc1nnsc1NC(=O)OCc1ccc(Cl)cc1Cl	6	4%	24%	35
Cn1cc(CC(=O)NCCCN2CCCC2)c2ccccc21	6	5%	9%	4
Cc1ccc(C)c2[nH]c(=O)c(CCNC(=O)c3ccc(S(=O)(=O)N(C)C)cc3)cc12	4	0%	-4%	-5
N#Cc1c(/N=C/N2CCOCC2)sc2c1CCCCC2	-4	-7%	-5%	?
CCOc1ccc(S(=O)(=O)N(CC(=O)Nc2cc(C)on2)Cc2ccccc2Cl)cc1	14	-4%	-11%	25
CC(O)CNc1nc2ccccc2n1-c1ncnc2sc3c(c12)CCC3 (stereo unspecified)	15	5%	38%[activator]	-14
Cc1nc(NCc2ccccc2)c2nc(-c3ccccc3)n(CCCN3CCCCC3C)c2n1 (stereo unspecified)	.	0%	31%[activator]	.
O=C(Nc1sc2c(c1C(=O)NC1CC1)CCCCCC2)c1ccco1	-18	-2%	-26%	?
NC(=NC(=O)c1ccccc1)C1=C(O)CCC1=O	7	10%	4%	?
CC1=C(C#N)C(NC(=O)c2ccco2)(C(F)(F)F)C(=O)N1 (stereo unspecified)	?	0%	-2%	11
O=C(CN1CCC2(CC1)OCCO2)c1c[nH]c2ccccc12	1	0%	-10%	44
CCOC(=O)c1ccccc1NC(=O)CN(c1ccccc1OC)S(C)(=O)=O	12	-3%	3%	?
CC1=CC(C)(C)N(C(=O)C(C)N2C(=O)c3ccccc3C2=O)c2c(C)cc(C)cc21 (stereo unspecified)	13	3%	-9%	-4
O=C(Nc1ccccc1)C1(c2ccccc2)CC1(Cl)Cl (stereo unspecified)	.	-3%	.	?

Overlap with the part before: six entries, followed by the next part.
SMILES	IMPase cell inh	12-hLO inh	15-hLO-2 inh	PNC inhibitor
NC(=NC(=O)c1ccccc1)C1=C(O)CCC1=O	7	10%	4%	?
CC1=C(C#N)C(NC(=O)c2ccco2)(C(F)(F)F)C(=O)N1 (stereo unspecified)	?	0%	-2%	11
O=C(CN1CCC2(CC1)OCCO2)c1c[nH]c2ccccc12	1	0%	-10%	44
CCOC(=O)c1ccccc1NC(=O)CN(c1ccccc1OC)S(C)(=O)=O	12	-3%	3%	?
CC1=CC(C)(C)N(C(=O)C(C)N2C(=O)c3ccccc3C2=O)c2c(C)cc(C)cc21 (stereo unspecified)	13	3%	-9%	-4
O=C(Nc1ccccc1)C1(c2ccccc2)CC1(Cl)Cl (stereo unspecified)	.	-3%	.	?
O=C(CSc1nc2c([nH]c3ccccc32)c(=O)n1-c1ccccc1)N1CCOCC1	8	-3%	-4%	?
CSc1cccc(NC(=O)c2nnn(Cc3ccccc3)c2N)c1	4	-6%	6%	-10
CC[C@H](C)[C@@H](NC(=O)O[C@@H]1C(=O)c2cc(Br)ccc2O[C@H]1c1cccc(OC)c1)C(=O)OC	.	-3%	.	40
COC(=O)c1sc(NC(=S)NC(=O)c2ccccc2)nc1C	-12	-3%	.	-88*
COc1cc2nc(/C=C/c3ccc(N(C)C)cc3)sc2cc1SC	1	-4%	.	?
CCOC(=O)c1sc(-c2ccccc2)cc1NC(=O)CSc1nnnn1C	-8	-24%	-3%	?
CC(C)NS(=O)(=O)c1ccc(OCC(=O)Nc2cccc3ccccc23)cc1	10	3%	-4%	?
O=C(Cn1cnc2c(nnn2-c2ccccc2)c1=O)NCc1ccco1	-4	0%	-1%	-18
Cc1ccc(CN2C(=O)/C(=C3\SC(N4CCOCC4)=NC3=O)c3cc(Br)ccc32)cc1	-9	-2%	-13%	0
COCCn1c(CN(Cc2ccccc2)Cc2ccccc2)nc2c1c(=O)n(C)c(=O)n2C	11	-11%	5%	26
Cc1ccccc1NC(=O)/C(C#N)=C\c1ccsc1	.	-1%	.	48
CCN(CCO)C(=O)CC(c1ccccc1)c1cc(Br)ccc1O (stereo unspecified)	-7	3%	.	332
O=P(CO)(Cc1ccccc1)Cc1ccccc1	5	9%	-5%	?
COc1ccc(C2=NOC(C(=O)NCc3ccco3)C2)cc1 (stereo unspecified)	0	5%	6%	9
CN(C(=O)COC(=O)c1cc(Br)c(Br)s1)C1CCS(=O)(=O)C1 (stereo unspecified)	.	1%	.	?
CC(=O)N1N=C(c2ccccc2)CC1c1cn(C)c2ccccc12 (stereo unspecified)	.	-3%	.	?
CC1(C)C2CCC1(C)C(OCC[N+](C)(C)CC(=O)OC1CCCCC1)C2 (stereo unspecified)	11	-2%	.	?
C=CCOc1ccc2oc(=O)cc(C)c2c1	.	9%	.	-7
COc1ccc(C(=O)Cc2cc(OC)c(OC)cc2[N+](=O)[O-])c(OC)c1	-1	1%	6%	70
O=C(CCCC(=O)OCC(F)(F)C(F)F)Nc1ccc(NC(=O)CCCC(=O)OCC(F)(F)C(F)F)cc1	-3	-3%	-7%	-17
COc1cccc(-c2cncnc2NCCc2cnc[nH]2)c1	.	6%	14%	.
Nc1nnnn1/N=C/c1cccs1	11	0%	2%	?
COc1cc(CNCCc2ccc(S(N)(=O)=O)cc2)ccc1OCC(=O)N1CCCCC1	2	-2%	.	?
CCC(C)NC(=S)Nc1ccccc1OC (stereo unspecified)	.	-2%	.	-4
COc1ccc(F)cc1S(=O)(=O)NC1CCCCCC1	-2	-6%	-1%	-23
CCOc1ccccc1NC(=O)c1ccc(OCC)c([N+](=O)[O-])c1	.	-1%	.	31
N#CC1=C(N)Oc2c(ccc3ccccc23)C1c1ccsc1 (stereo unspecified)	13	-13%	-5%	-21
COc1ccc(NC(=O)CN(Cc2ccccc2)S(C)(=O)=O)cc1	-3	-6%	7%	-4
Cn1c(CO)cnc1SCc1ccc(Cl)cc1	-3	5%	-6%	-20
CCn1c(-c2cccc(Br)c2)n[nH]c1=S	-4	-1%	4%[2.29 µM]	6
CCOC(=O)N1CCC(NS(=O)(=O)c2cc3c(cc2C)NC(=O)CO3)CC1	9	-2%	-9%	7
N#Cc1c(N2CCCCC2)nc(N)c2c(N)nc3c(c12)CC(c1ccccc1)O3 (stereo unspecified)	1	-24%	-4%	12
O=C(NCCc1c[nH]c2ccccc12)/C(=C\c1ccco1)NC(=O)c1ccco1	.	5%	.	-22
COc1ccccc1N1CCN(C(=O)c2ccc(N3CCCC3=O)cc2)CC1	?	6%	.	-19
O=C(C1CCN(S(=O)(=O)N2CCC3(CC2)OCCO3)CC1)N1CCc2ccccc2C1	1	0%	3%	?
Cc1cc(C)n(Cc2n[nH]c(=S)n2Cc2ccccc2)n1	4	2%	4%	-26
Cc1ccc(S(=O)(=O)N2CCN(C(=O)CCC(=O)NCc3ccc(F)cc3)CC2)cc1	.	-3%	.	16
CCCCCC(/C=N/Nc1ccc(S(=O)(=O)N2CCOCC2)cc1[N+](=O)[O-])=C\c1ccccc1	-3	9%	-11%	-12
O=C(Nc1ccc2c(c1)OCCO2)c1cncc(Br)c1	5	-1%	-4%	16
COc1cccc(C2=NOC(C(=O)NCc3ccco3)C2)c1 (stereo unspecified)	14	3%	.	41
CCOC(=O)c1[nH]c2ccc(OC)cc2c1NC(=O)N1CCOCC1	-2	-4%	-9%	-102*
O=C(c1ccccc1)c1cc([N+](=O)[O-])ccc1N1CCCC1	.	-1%	.	?
CCN(CC)S(=O)(=O)c1ccc(C)c(C)c1	2	-1%	1%	4
COCCn1c(=O)c(-c2ccc(F)cc2)nc2cnc(OCc3ccccc3)nc21	.	-1%	0%	.
COC(=O)c1cc(=O)nc2sccn12	2	5%	1%	?
Cc1nn(Cc2c(F)c(F)c(F)c(F)c2F)c(C)c1NC(=O)c1c(-c2ccccc2)nn(-c2ccccc2)c1C	6	-1%	-5%	41
CC1(C)Cc2c(C#N)c(SCCOc3ccccc3)nc(N3CCOCC3)c2CO1	2	-7%	11%	48

Bioassay records deposited in PubChem by National Center for Advancing Translational Sciences (NCATS).
